# Screening results deposited in PubChem BioAssay by Johns Hopkins Ion Channel Center.
# CHT block: inhibitors of human choline transporter CHT | B-score at 10 µM | CHT-expressing cells, membrane potential dye, choline response; stronger effect = lower value | 310,000 compounds, 0.86% hits;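 active means B-score over 3 SD under the library average, and starting fluorescence ratio not unusually high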;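 further: choline stimulus applied at its EC90 after an EC20 pre-addition; B-score computed on integrated fluorescence ratio after choline addition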
# Target sequence (Q9GZV3 whole entry, looked up): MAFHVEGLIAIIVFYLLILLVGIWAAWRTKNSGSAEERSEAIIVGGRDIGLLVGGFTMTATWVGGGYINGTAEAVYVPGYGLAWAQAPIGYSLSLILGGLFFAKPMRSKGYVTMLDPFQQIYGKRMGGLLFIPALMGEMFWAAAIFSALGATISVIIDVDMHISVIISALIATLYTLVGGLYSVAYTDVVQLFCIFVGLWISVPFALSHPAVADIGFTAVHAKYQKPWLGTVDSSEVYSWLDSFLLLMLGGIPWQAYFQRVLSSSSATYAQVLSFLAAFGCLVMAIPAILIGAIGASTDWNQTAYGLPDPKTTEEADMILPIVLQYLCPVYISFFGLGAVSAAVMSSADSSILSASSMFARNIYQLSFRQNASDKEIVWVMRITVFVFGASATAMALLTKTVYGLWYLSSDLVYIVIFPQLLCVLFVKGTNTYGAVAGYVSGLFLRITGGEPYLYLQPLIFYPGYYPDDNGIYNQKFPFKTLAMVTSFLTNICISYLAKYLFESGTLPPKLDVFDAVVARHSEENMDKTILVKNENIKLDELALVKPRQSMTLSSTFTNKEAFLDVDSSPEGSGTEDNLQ
# CHT PAM: allosterically activates the human high affinity choline transporter. CHT-expressing cells, membrane potential dye, choline EC20; stronger effect = higher value; LV-AA mutant CHT in HEK293 cells. 310,000 compounds, 0.49% hits. AID 488977. B-score at 10 µM. Q9GZV3;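 active means initial fluorescence not abnormally high and integrated response B-score, plate-corrected, over 3 SD above library mean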
# * hit, by the source's call; i = inactive.
canonical_smiles | CHT block | CHT PAM
CCCCNC(=O)OC(C)CNC(=O)OC (stereo unspecified) | i | i
CCOC(=O)CSc1cc(CS(=O)c2ccc(Cl)cc2)nc(-c2ccccc2)n1 (stereo unspecified) | i | i
Cc1cccc(C)c1NC1=NC(C)(C)N=C(N)N1 | i | i
c1csc(-c2nnc(N3CCCCCC3)c3ccccc23)c1 | i | i
O=C(CNC(=O)[C@@H]1Cc2ccccc2CN1)Nc1ccc2c(c1)OCCO2 | i | i
O=C(CNC(=S)N(CCCN1CCOCC1)Cc1cccs1)N1CCOCC1 | i | i
C=CCn1c(CC(=O)OC)csc1=Nc1ccc(C(C)=O)cc1 | i | i
CC(C)Oc1ccc(C(=O)NC2CCS(=O)(=O)C2)cc1 (stereo unspecified) | i | i
COc1ccccc1N1CCN(C(=O)CN(Cc2ccccc2)S(C)(=O)=O)CC1 | i | i
COc1cccc(OC)c1C(=O)NC(=S)Nc1ccc2c(c1)OCCO2 | i | i

canonical_smiles | CHT block | CHT PAM
N#CCCCSc1nnc(-c2ccc(Cl)cc2)n1-c1ccccc1 | i | i
O=C(NC(=S)NCc1nc2ccccc2[nH]1)c1ccccc1F | i | i
C=CCN=C(CC)C1=C(O)CCCC1=O | i | i
Cc1nc([N+](=O)[O-])c(C(=O)OCc2cccc(Br)c2)n1C | i | i
CC#CCOC(=O)c1c(C)nc2sc3c(c2c1N)CCC(O)C3 (stereo unspecified) | i | i
COc1ccc(OC)c(-n2c(-c3ccc(O)cc3O)n[nH]c2=S)c1 | i | i
COC(=O)CCCC(=O)N(C)CC1CCCN(CCc2ccccc2C)C1 (stereo unspecified) | i | i
COc1ccc(C(=O)NCC(=O)N2CCCCC2)cc1OC | i | i
CC(C)C(c1nnnn1Cc1ccc2c(c1)OCO2)N1CCN(C)CC1 (stereo unspecified) | i | i
CCOC(=O)C(C)Sc1nnc(Cc2cc(=O)[nH]c(=O)[nH]2)n1-c1ccc(OCC)cc1 (stereo unspecified) | i | i

canonical_smiles | CHT block | CHT PAM
N#CC1=C(N)Oc2n[nH]c(-c3cccs3)c2C1c1ccoc1 (stereo unspecified) | i | i
CS(=O)(=O)c1ccc2nc(NC(=O)CCC(=O)c3cccs3)sc2c1 | i | i
CN1CCN(C(=O)c2cc3c(s2)-c2ccccc2S(=O)(=O)C3)CC1 | i | i
Fc1ccccc1N1CCN(CC2CCCCC2)CC1 | i | i
CCc1cc(C(=O)N2CCN(c3ccccn3)CC2)sc1C | i | i
CCc1noc(C)c1C(=O)OCC(=O)NC(=O)c1ccccc1OC | i | i
COc1ccc(OC)c(/C=N\NC(=O)c2c(C)nc3cc(C)ccn23)c1 | i | i
COCCN1C(=O)C(=O)/C(=C(/O)c2ccc(OC(C)C)cc2)C1c1cccnc1 (stereo unspecified) | i | i
O=[N+]([O-])c1ccc(Cl)cc1CNc1ccc(F)c(F)c1 | i | i
O=C(O)Cc1sc(-c2ccc(C(=O)O)cc2)nc1-c1ccccc1 | i | i

canonical_smiles | CHT block | CHT PAM
CCOc1ccc(C2c3cc(OC)c(OC)cc3CC(=O)N2c2ccccc2)cc1 (stereo unspecified) | i | i
O=C(OCc1cccc(C(F)(F)F)c1)c1cc([N+](=O)[O-])ccc1N1CCOCC1 | i | i
NCCC(=O)N1c2ccccc2Sc2ccccc21 | i | i
Cc1cccc(Cn2nc(C(C)(C)C)cc2C(=O)N2CCOCC2)c1 | i | i
CC(=O)Nc1cccc(-c2csc(NCc3ccco3)n2)c1 | i | i
CNC(=O)/C(C#N)=C/c1ccc(-c2nc3ccccc3s2)o1 | i | i
COc1ccc(CP(=O)(c2ccccc2)c2ccccc2)cc1 | i | i
NS(=O)(=O)c1ccc(CNC(=S)NCc2ccc(F)cc2)cc1 | i | i
CSc1cccc(CN2CCN(Cc3ccc(F)c(F)c3)C(CCO)C2)c1 (stereo unspecified) | i | i
Brc1ccc(-c2ccc(/C=N/Nc3nncc(-c4ccccc4)n3)o2)cc1 | i | i

canonical_smiles | CHT block | CHT PAM
Nn1c(SCC(=O)Nc2ccc3c(c2)OCO3)nnc1C1CCCCC1 | i | i
COc1ccc(C2C(C(=O)NCc3cccnc3)c3ccccc3C(=O)N2C)cc1OC (stereo unspecified) | i | i
Nc1nc(N2CCN(c3ccccn3)CC2)nc2ccccc12 | i | i
Cc1cc(C)c2c(CN3CCOCC3)cc(=O)oc2c1 | i | i
CC(=NCCCn1ccnc1)c1c(C)[nH]n(-c2ccc([N+](=O)[O-])cc2)c1=O | i | 7.8*
CC1CCCCC1NC(=O)C1CCN(S(=O)(=O)c2cccc3nonc23)CC1 (stereo unspecified) | i | i
CCN1C(=O)c2cccc3c(S(=O)(=O)Nc4ccncc4)ccc1c23 | i | i
CCOC(=O)c1ccc(NC(=O)Cn2c(C)nc3c(sc(=S)n3CC)c2=O)cc1 | i | i
N#Cc1ccccc1CSc1nc(N)cc(N)n1 | i | i
O=C(NCCCN1CCOCC1)c1ccc2c(c1)N(Cc1c(F)cccc1Cl)C(=O)CS2 | i | i

canonical_smiles | CHT block | CHT PAM
O=C(CCCNS(=O)(=O)c1ccccc1)NCc1ccco1 | i | i
NC(=O)C1CCN(C(=O)CC2(CC(=O)O)CCCC2)CC1 | i | i
CCOc1ccc(Cl)cc1S(=O)(=O)N1CCC(C(=O)NC2CC2)CC1 | i | i
CCOC(=O)c1ccccc1NC(=O)COC(=O)C1CC(=O)N(c2ccc3c(c2)OCCO3)C1 (stereo unspecified) | i | i
C=CCNc1nc(NCc2ccccc2)c(C#N)c2c1CN(C)CC2 | i | i
COc1ccccc1OCCn1ccnc1 | i | i
COc1cc(CNc2ccc3[nH]c(=O)[nH]c3c2)cc(Br)c1OCc1ccccc1F | i | i
Cc1nn(-c2ccccc2)c(C)c1C(=O)OCC(=O)NC(=O)NC1CCCCC1 | i | i
CC(C)n1c(O)c(N=NC(=O)C2COc3ccccc3O2)c2ccccc21 (stereo unspecified) | i | i
NC(=O)NC(=O)C(Nc1ccc(N2CCCCC2)cc1)c1ccccc1 (stereo unspecified) | i | i

canonical_smiles | CHT block | CHT PAM
CN(c1ccc(C(=O)Nc2ccccn2)cc1)S(=O)(=O)c1ccccc1 | i | i
Cc1ccc2oc(=O)c3cnn(CC(=O)N4CCCc5ccccc54)c3c2c1 | i | i
[O-]C1=N/[N+](=C/c2ccccc2)CC1 | i | i
O=C(Nc1ccc(Cl)c(Cl)c1)Nc1cc(S(=O)(=O)N2CCOCC2)ccc1N1CCCC1 | i | i
COc1ccc(-c2ccc(C#N)c(SCC(=O)NCc3ccco3)n2)cc1OC | i | i
CNc1nc(N2CCc3ccccc32)ncc1F | i | i
COc1ccc(/C=C2/SC(=O)N(CCC(=O)Nc3ccccc3C(=O)O)C2=S)cc1 | i | i
Cc1cc(C)n(C/C=C/Cn2nc(C)cc2C)n1 | i | i
Cc1cccc(C(=O)OCC(=O)Nc2nccs2)c1 | i | i
Cc1ccc(CC(=O)Nc2ncc([N+](=O)[O-])s2)cc1 | i | i

canonical_smiles | CHT block | CHT PAM
O=c1cc[nH]c2ccc(OC(F)(F)F)cc12 | i | i
CC(=O)Nc1ccc(O)cc1[N+](=O)[O-] | i | i
CCC1S/C(=C(\C#N)C(=O)NCc2ccco2)N(c2ccc(Br)cc2)C1=O (stereo unspecified) | i | i
COc1ccc(NC(=O)CN(C)C(=O)c2cc(-c3ccc(C)o3)nc3ccccc23)cc1 | i | i
COc1cccc(OCC(O)CN2CC(C)CC(C)C2)c1 (stereo unspecified) | i | i
COC(=O)C(C)C1Sc2ccccc2NC1=O (stereo unspecified) | i | i
COc1ccc(CCN(C)Cc2c(O)ccc3ccccc23)cc1OC | i | i
O=C(Cn1c(-c2ccccc2)noc1=O)N1CCC(Cc2ccccc2)CC1 | i | i
O=C(O)/C=C/c1cn(Cc2ccccc2)nc1-c1ccc(Cl)cc1 | i | i
CC(=O)c1nc(N2C(=O)CC(Cc3ccccc3)C2=O)sc1C (stereo unspecified) | i | i

canonical_smiles | CHT block | CHT PAM
COc1ccccc1-c1nc(SCC(=O)O)n[nH]1 | i | i
COc1ccc(OCc2cc(C(=O)N[C@H]3CCCCNC3=O)no2)c(Cl)c1 | i | i
CC12C(=O)N(n3cnnc3)C(=O)C1C1C=CC2C1 (stereo unspecified) | i | i
COC(=O)C1CCN(Cc2cc(=O)oc3cc(C)c(Cl)cc23)CC1 | i | i
O=C(CSc1ccsc1[N+](=O)[O-])NC1CCCC1 | i | i
Cc1cc(/C=C2/NC(=O)N(c3ccccc3)C2=O)c(C)n1-c1cccnc1 | i | i
Cc1nc(C(=O)NCC(=O)c2ccc(Cl)cc2)c(C(F)(F)F)o1 | i | i
COc1ccccc1CNC(=O)COC(=O)c1ccc(-n2cnnn2)cc1 | i | i
COc1cccc(OCC(=O)Nc2c3c(nn2-c2ccc(F)cc2)CS(=O)(=O)C3)c1 | i | i
CC1CN(C(=O)c2cc3cc(Cl)cc(Cl)c3oc2=O)CC(C)O1 (stereo unspecified) | i | i

# One compound at a time, from the list above.
# `CCOc1ccc(C2c3cc(OC)c(OC)cc3CC(=O)N2c2ccccc2)cc1` (stereo unspecified) reads CHT block: i; CHT PAM: i
# `CC1CCCCC1NC(=O)C1CCN(S(=O)(=O)c2cccc3nonc23)CC1` (stereo unspecified) reads CHT block: i; CHT PAM: i
# `C=CCNc1nc(NCc2ccccc2)c(C#N)c2c1CN(C)CC2` reads CHT block: i; CHT PAM: i

# Going on with the list:
canonical_smiles | CHT block | CHT PAM
COc1ccc(-c2cc(=O)c3cc(F)ccc3[nH]2)cc1 | i | i
CCOC(=O)CC1C(=O)NCCN1C(=O)c1cc2c(=O)n3cccc(C)c3nc2s1 (stereo unspecified) | i | 6.8*
CC(C)NS(=O)(=O)c1ccc(OCC(=O)NCc2ccco2)cc1 | i | i
O=C(O)CSCCc1ccccn1 | i | i
O=C(CSc1ncccn1)NC(=O)c1ccccc1 | i | i
O=C(c1ccco1)N(CCC(c1ccccc1)c1ccco1)Cc1ccco1 (stereo unspecified) | i | i
O=C(/C=C/c1ccccc1)Nc1cccnc1Cl | i | i
Cc1cccc2c(=O)c(C(=O)N3CCCCCC3)c[nH]c12 | i | i
COc1cccc(C2=CC(c3ccccc3)n3nnnc3N2)c1 (stereo unspecified) | i | i
O=C(Nc1ccccc1)c1ccc(N2CCN(c3ccccc3)CC2)c(S(=O)(=O)N2CCOCC2)c1 | i | i

canonical_smiles | CHT block | CHT PAM
O=C(CS(=O)CC(=O)N(CC(=O)NC1CCCC1)c1ccccc1F)Nc1ccc(F)cc1 (stereo unspecified) | i | i
CCOC(=O)[C@@H]1[C@H]2COc3cc(OC)ccc3[C@@H]2N2C(=O)N(c3ccc(F)cc3)C(=O)[C@]12C | i | i
CC(=O)OC(C(=O)NC1CCCCC1)c1cccc(F)c1 (stereo unspecified) | i | i
Cc1ccnc(SCc2cn3c(C)cc(C)nc3n2)n1 | i | i
CC(C)Cn1c(-c2ccccc2)nc2ccccc2c1=O | i | i
C=CCOC(=O)C1=C[C@@H](c2cn(C(C)=O)c3ccccc23)C[C@@H](OCCCCO)O1 | -5.3* | i
CCC(NC(=O)c1ccccc1NC(=O)c1ccco1)C(=O)NC1CCCCC1 (stereo unspecified) | i | i
O=Cc1ccc(OCCN2CCCC2=O)cc1 | i | i
O=C(Nc1cccc(NC(=O)c2cccnc2)c1)c1cccnc1 | i | i
Cc1nc2ccc(Cl)cc2c(-c2ccccc2)c1C(=O)N(C)C | i | i

canonical_smiles | CHT block | CHT PAM
Cc1nc2ccccc2c(=O)n1/N=C/c1ccc(N(C)C)cc1 | i | i
O=[N+]([O-])c1cc(-c2cnc3ccccc3n2)ccc1Oc1ccc(Br)cc1 | i | i
Cc1nc2nc(SCc3ccccc3)[nH]n2c(=O)c1C | i | i
COc1cccc(C2=NOC(C(=O)N3CCN(C(=O)c4ccco4)CC3)C2)c1 (stereo unspecified) | i | i
Cc1cc(OC(=O)c2ccccc2C)c([N+](=O)[O-])c(=O)[nH]1 | i | i
CC(=O)c1ccc(C(=O)N2CCCC(Nc3ccc(C(C)C)cc3)C2)s1 (stereo unspecified) | i | i
CC1=C(C)CC(C(=O)Nc2ccc(C(N)=O)cc2)C(C(=O)O)C1 (stereo unspecified) | i | i
Cn1cc(Br)c(C(=O)NNC(=O)c2ccc(Cl)cc2)n1 | i | i
COc1ccc2[nH]c(N=Nc3ccccc3C)c(O)c2c1 | i | i
CCN(C(=O)c1ccc(Br)o1)C1CCS(=O)(=O)C1 (stereo unspecified) | i | i

# 5 entries from above, sorted by length of the SMILES, rising.
canonical_smiles | CHT block | CHT PAM
CC(C)Cn1c(-c2ccccc2)nc2ccccc2c1=O | i | i
N#CC1=C(N)Oc2n[nH]c(-c3cccs3)c2C1c1ccoc1 (stereo unspecified) | i | i
Cc1cc(OC(=O)c2ccccc2C)c([N+](=O)[O-])c(=O)[nH]1 | i | i
O=C(CS(=O)CC(=O)N(CC(=O)NC1CCCC1)c1ccccc1F)Nc1ccc(F)cc1 (stereo unspecified) | i | i
CCOC(=O)C(C)Sc1nnc(Cc2cc(=O)[nH]c(=O)[nH]2)n1-c1ccc(OCC)cc1 (stereo unspecified) | i | i

# (further entries)
canonical_smiles | CHT block | CHT PAM
CC1CCCN(S(=O)(=O)c2ccc(C(=O)Nc3nnc(C4=COCCO4)o3)cc2)C1 (stereo unspecified) | i | i
CCn1c(COc2cccc3cccnc23)nnc1SCC(=O)O | i | i
CCOC(=O)CC1NCCc2c1[nH]c1ccc(OC)cc21 (stereo unspecified) | i | i
O=C(C1CC1)N1CCc2cc(S(=O)(=O)NCCCN3CCCCC3)ccc21 | i | i
CCC(CC)NC(=O)/C=C/c1ccccc1Cl | i | i
Cc1ccccc1-n1ccnc1SCC(=O)NCc1ccco1 | i | i
O=C(Nc1ccc(Cl)cc1)C1CCC(=O)N1Cc1ccccc1Cl (stereo unspecified) | i | i
CCOc1ccccc1CNn1cnnc1 | i | i
Cc1ccccc1-n1c(SC2CCOC2=O)nnc1-c1ccncc1 (stereo unspecified) | i | i
